# Compound activity (PubChem)
# Ecoli viability: counter-screen for AddAB inhibitors: E. coli growth inhibition; E. coli V3065 growth, OD600 absorbance, 18 h; AID 449728; inhibition, % at 11.9 µM; actives 0.27% (n = 330,000);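 active = inhibition above the campaign's mean inhibition across all tested compounds plus 3 SD, cut at about 9.9% in these data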;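 also: uninfected addAB+ strain grown without phage in ampicillin broth; 0% = DMSO wells and 100% = ciprofloxacin 0.95 µg/ml wells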
# phage Ecoli inh: E. coli growth loss with phage present; growth absorbance; inhibition, % at 11.9 µM; actives 0.26% (n = 360,000); in the data active = inhibition above about 11%
# AddAB inh: less growth of phage-infected E. coli with AddAB | E. coli expressing H. pylori AddAB, absorbance growth | inhibition, % at 11.9 µM | actives 0.29% (n = 330,000); in the data active = inhibition above about 12%;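 also: 0% = vehicle wells of infected cells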
# OPRM1-OPRD1 inv: inverse agonist of human OPRM1-OPRD1 heterodimerization. inhibition, % at 9.3 µM. cell-based MOR-DOR heterodimer luminescence, inverse agonism. AID 504357. actives 0.21% (n = 340,000); in the data active = inhibition above about 22%, passing the limit was not always enough;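 also: 0% = cells with DMSO and 100% = wells without cells with DMSO; values of inactives mirror those of a sister screen read the other way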
# Target sequence (P35372 whole entry, looked up): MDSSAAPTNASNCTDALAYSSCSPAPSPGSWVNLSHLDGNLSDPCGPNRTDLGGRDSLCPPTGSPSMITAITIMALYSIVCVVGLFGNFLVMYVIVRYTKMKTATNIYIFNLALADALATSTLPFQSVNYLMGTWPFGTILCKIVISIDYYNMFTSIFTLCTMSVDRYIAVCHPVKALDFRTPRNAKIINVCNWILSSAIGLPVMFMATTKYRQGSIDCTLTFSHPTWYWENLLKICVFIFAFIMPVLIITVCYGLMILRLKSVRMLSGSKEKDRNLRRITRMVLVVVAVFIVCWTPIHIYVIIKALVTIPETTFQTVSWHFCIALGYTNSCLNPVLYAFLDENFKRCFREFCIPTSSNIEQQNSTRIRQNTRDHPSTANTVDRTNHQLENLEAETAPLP
# Target sequence (P41143 whole entry, looked up): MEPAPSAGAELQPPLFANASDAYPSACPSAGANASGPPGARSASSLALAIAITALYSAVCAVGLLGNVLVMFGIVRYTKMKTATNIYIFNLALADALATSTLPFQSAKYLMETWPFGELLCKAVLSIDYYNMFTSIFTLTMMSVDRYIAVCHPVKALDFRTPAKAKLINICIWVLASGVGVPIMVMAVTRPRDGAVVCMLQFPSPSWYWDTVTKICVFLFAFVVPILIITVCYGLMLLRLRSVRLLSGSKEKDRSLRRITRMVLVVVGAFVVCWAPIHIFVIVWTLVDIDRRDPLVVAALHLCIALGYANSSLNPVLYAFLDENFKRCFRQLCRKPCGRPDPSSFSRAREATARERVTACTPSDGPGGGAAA
# PKA-R2B activ: activators of human PKA-R2B complex; P22694+P31323; PKA-R2B holoenzyme dissociation, Cy5-IP20 fluorescence polarization; R2B truncated from residue 108, S112A mutant; 0% DMSO only, 100% 113 µM cGMP; activation, % at 11.4 µM; actives 0.079% (n = 340,000); AID 504700;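 active = activation above a cutoff set at the mean over all compounds plus 3 SD, cut at about 18% in these data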;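 also: higher means more holoenzyme dissociation and a rise in polarization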
# PKA-R1A act: PKA-R1A complex activation. actives 0.083% (n = 340,000). PKA-R1A dissociation, Cy5-IP20 fluorescence polarization; scaled: DMSO 0%, 113 µM cGMP 100%. P00514+P68181. activation, % at 11.4 µM. AID 504707;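 active = percent activation above the mean of all tested compounds plus 3 SD, cut at about 19% in these data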;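 also: higher means more PKAc released from R1A so a rise in polarization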
# HTR5A inv ctr: inverse agonist of human HTR5A in OPRM1-OPRD1 counter-screen; HTR5A cell line, luminescence, inverse agonism; inhibition, % at 9.3 µM; actives 0.083% (n = 340,000); AID 504634; in the data active = inhibition mostly above about 23%, no sharp cut-off; inactive = mostly below about 18%;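 also: 0% = cells with DMSO and 100% = no-cell wells with DMSO; some compounds called inactive have numbers as strong as hits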
# PfHsp90 set2: inhibits growth of yeast expressing Plasmodium falciparum Hsp90 | actives 0.32% (n = 310,000) | S. cerevisiae expressing PfHsp90, BacTiter-Glo ATP, 48 h; yeast lacking PDR1 and PDR3 efflux regulators | AID 504621 | inhibition, % at 9.4 µM;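 active = every replicate shows inhibition above about 80%, whatever the replicate mean, limit read from the data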;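 also: 0% = DMSO neutral controls and 100% = 20 µM radicicol positive controls; yeast relying on Plasmodium falciparum Hsp90 in place of its own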
# MOR-DOR ag: agonists of human mu-delta opioid receptor heterodimerization; cells, OPRM1-OPRD1 heterodimerization, luminescence; actives 0.3% (n = 340,000); activation, % at 9.3 µM; in the data active = activation above about 18%;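 also: 0% = vehicle-treated cells and 100% = reference agonist; values of inactives mirror those of a sister screen read the other way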
# Tat export inh: E. coli Tat transport inhibition; AID 488895; E. coli MC4100 TorA-mCherry Tat export, fluorescence; actives 0.036% (n = 340,000); inhibition, % at 10 µM;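 active = mean replicate inhibition at least 50% and at least half of replicates individually reaching 50%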;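 also: exported cargo escapes ClpAP degradation while cytoplasmic cargo is degraded and loses fluorescence; 0% = median of neutral control wells and 100% = median of NaSCN control wells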
# Mot1-301 SUMO: blocks SUMOylation pathway, rescuing yeast Mot1-301 growth; S. cerevisiae Mot1-301 growth rescue, ATP luminescence, 38.5C; percent above DMSO median, 100 means doubled; actives 1% (n = 320,000); AID 2716; growth rescue, % at 18.8 µM;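 active = every valid replicate shows activation above 250% relative to neutral control wells; inactive = the rest, any valid replicate at or below 250%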;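 also: OY570 slx delta 5 strain wells were the positive control but not used for scaling; some compounds called inactive have numbers as strong as hits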
# Starred values were filed as active, the others as inactive; · = not tested or not shown.
# Results follow in this order: Ecoli viability	phage Ecoli inh	AddAB inh	OPRM1-OPRD1 inv	PKA-R2B activ	PKA-R1A act	HTR5A inv ctr	PfHsp90 set2	MOR-DOR ag	Tat export inh	Mot1-301 SUMO
O=C(NCc1cccnc1)c1nc(-c2ccccc2)n(-c2ccccc2)n1
    -2.9	-1.3	-1.9	12	-2	0	8	0	-2.3	6	36
CCSC1(SCC)N=C(N)C2(C#N)C(c3ccc(OC)c(OC)c3OC)C12C#N (stereo unspecified)
    0.4	-0.4	-0.3	23	6	-2	-24	7	-4.0	-2	·
COC(=O)c1[nH]c2ccc(F)cc2c1NS(=O)(=O)c1ccc(F)c(C)c1
    -1.3	2.3	0.8	-2	-4	-7	-7	18	0.5	11	4
O=C(CCC(=O)N1CCN(c2cccc(Cl)c2)CC1)c1cccs1
    -2.6	3.2	0.3	-5	7	-4	4	·	0.8	-4	16
COc1cc(C(=O)NCC(=O)OCC(=O)Nc2nnc(-c3ccccc3)o2)cc(OC)c1OC
    0.3	4.0	-0.2	10	-3	2	-5	9	-1.5	-6	2
CCC(C)NC(=O)c1ccc(CS(=O)(=O)c2ccc(OC)cc2)o1 (stereo unspecified)
    0.9	2.7	1.9	12	-7	-12	6	·	-2.4	8	-15
O=C(c1ccc(NS(=O)(=O)c2ccc(F)cc2)cc1)N1CCC1
    0.5	2.2	-0.1	2	-8	-4	8	·	-0.3	6	-14
CSCCCNC(=O)c1ccc(OC2CCN(C(=O)c3cccnc3)CC2)cc1
    -1.2	0.6	2.0	11	-4	0	17	-7	-2.1	-4	11
Cc1ccc(OCCCCN2CCC(C)CC2)c(Br)c1
    1.4	5.1	1.0	13	-10	-4	22	-1	-2.6	8	133
C/C(=N\NC(=O)c1nc2ccccn2c1C)c1cc2ccccc2o1
    -0.2	2.0	-1.0	14	-8	-9	8	45	-3.1	-7	·
O=C(CSc1ccc2nnc(-c3ccncc3)n2n1)NCc1ccco1
    0.9	2.7	0.7	3	5	0	4	45	-0.6	-3	-8
Cc1ccc(NC(=O)COC(=O)C2CC(=O)N(Cc3ccccc3)C2)cc1S(=O)(=O)N(C)C (stereo unspecified)
    -1.6	3.4	1.1	15	-1	-9	-12	24	-3.0	-2	-4
O=C1C=CC(=O)N1Cc1ccccc1
    -0.3	3.5	-1.1	-19	10	-2	-8	110*	3.5	-11	-14
CS(=O)(=O)N(CCc1ccccc1)CC(=O)NCC1CCCO1 (stereo unspecified)
    4.3	3.2	-1.3	12	3	4	0	17	-2.0	-2	-9
CC(NC(=O)CCNC(=O)c1ccccc1Cl)c1ccc(-n2ccnc2)cc1 (stereo unspecified)
    -1.4	-0.6	-0.3	9	-3	-2	27	-11	-2.2	-1	2
COc1ccc(S(=O)(=O)NC(C)C(=O)NCc2ccco2)cc1OC (stereo unspecified)
    0.8	1.5	1.4	-6	-7	11	1	21	0.7	2	27
Cc1cccc(C2=NOC(=O)/C2=C\c2ccccc2F)c1
    2.6	0.6	1.8	1	-5	0	2	·	-0.2	3	-2
O=C(NCC1CCCO1)c1ccccc1OCc1ccc(F)cc1 (stereo unspecified)
    -0.8	0.2	-1.1	8	6	-2	17	22	-1.3	-2	-8
CN(CCC#N)C(=O)c1ccc(CNS(=O)(=O)c2ccc(F)cc2)cc1
    -2.4	2.1	3.4	16	5	-3	14	-33	-2.7	0	-5
COc1cc(C(=O)NNC(=O)CN2C(=O)NC3(CCCC3)C2=O)cc(OC)c1OC
    1.8	0.5	0.8	8	-4	8	6	-1	-1.8	-2	0
CC(C)(C)OC(=O)N1CCC(C(=O)NNC(=O)c2ccc(Cl)cc2Cl)CC1
    1.0	0.8	3.6	20	-8	-1	-6	12	-3.8	0	29
Cn1c(N)c(C(=O)COC(=O)CCc2ccccc2)c(=O)n(C)c1=O
    -1.7	-0.9	2.4	11	3	5	11	19	-2.3	-5	-15
Cc1ccc(S(=O)(=O)Oc2cccc([N+](=O)[O-])c2)cc1
    ·	2.9	·	-25	3	-1	0	-22	4.9	8	·
CCNc1cc(S(=O)(=O)C(F)(F)F)ccc1N
    1.4	4.6	0.2	-1	4	-1	-19	-8	0.1	-12	4
COc1cc(NC(=O)c2cc([N+](=O)[O-])ccc2Br)ccc1NC(=O)c1ccco1
    0.4	2.8	-2.1	-25	3	5	-23	-18	4.6	2	8
O=c1[nH]c(C2CCN(S(=O)(=O)c3ccccc3F)CC2)nc2c1nnn2Cc1ccc(OC(F)(F)F)cc1
    -1.9	0.5	4.5	-17	-6	11	4	-5	3.2	-5	·
CCOc1cc(/C=C2/C(=O)ON=C2C)ccc1OCc1ccc(F)cc1
    1.1	-0.4	0.7	4	10	1	-28	-42	-0.8	10	-14
CC1(C)C=Cc2c(ccc3c2OC[C@@H](c2ccc(O)cc2O)C3)O1
    3.9	1.1	2.0	-75	-3	0	-23	·	14	18	30
CCc1ccc(NC(=O)Cn2nnc(C(=O)NCCc3ccc(OC)c(OC)c3)c2N)cc1
    -1.2	4.0	0.2	-3	0	-9	-2	-3	0.7	-6	-32
CN(CC(=O)Nc1c(F)cccc1F)Cc1cccs1
    1.4	-1.4	0.1	19	-3	1	9	-6	-3.5	3	3

# The last six records of the section before are carried over, then new ones follow:
# Results follow in this order: Ecoli viability	phage Ecoli inh	AddAB inh	OPRM1-OPRD1 inv	PKA-R2B activ	PKA-R1A act	HTR5A inv ctr	PfHsp90 set2	MOR-DOR ag	Tat export inh	Mot1-301 SUMO
COc1cc(NC(=O)c2cc([N+](=O)[O-])ccc2Br)ccc1NC(=O)c1ccco1
    0.4	2.8	-2.1	-25	3	5	-23	-18	4.6	2	8
O=c1[nH]c(C2CCN(S(=O)(=O)c3ccccc3F)CC2)nc2c1nnn2Cc1ccc(OC(F)(F)F)cc1
    -1.9	0.5	4.5	-17	-6	11	4	-5	3.2	-5	·
CCOc1cc(/C=C2/C(=O)ON=C2C)ccc1OCc1ccc(F)cc1
    1.1	-0.4	0.7	4	10	1	-28	-42	-0.8	10	-14
CC1(C)C=Cc2c(ccc3c2OC[C@@H](c2ccc(O)cc2O)C3)O1
    3.9	1.1	2.0	-75	-3	0	-23	·	14	18	30
CCc1ccc(NC(=O)Cn2nnc(C(=O)NCCc3ccc(OC)c(OC)c3)c2N)cc1
    -1.2	4.0	0.2	-3	0	-9	-2	-3	0.7	-6	-32
CN(CC(=O)Nc1c(F)cccc1F)Cc1cccs1
    1.4	-1.4	0.1	19	-3	1	9	-6	-3.5	3	3
CN1CCN(C(=O)C2CC(=O)N(c3ccc(F)c(Cl)c3)C2)CC1 (stereo unspecified)
    0.0	1.3	0.9	2	-1	2	-5	5	-0.4	1	-7
CC(=O)c1ccc(NC(=O)c2ccc(C)c(Br)c2)cc1
    4.9	5.0	3.9	-9	1	2	-10	-8	1.4	8	10
CC(=O)c1c(C)[nH]c(C(=O)COC(=O)c2ccc3c(=O)n4c(nc3c2)CCC4)c1C
    0.2	2.4	3.0	3	-5	1	-1	-25	-0.5	-7	-14
O=S1(=O)CSCS(=O)(=O)C1
    ·	2.2	·	14	4	-11	10	6	-2.7	4	·
CCc1ccc(C(=O)NNC(=O)[C@H](C)NC(=O)c2ccco2)cc1
    -0.8	4.4	2.0	6	1	0	-7	·	-1.5	-4	11
COc1ccc(CCNS(=O)(=O)c2c(N)n(C)c(=O)n(C)c2=O)cc1OC
    0.6	2.0	-0.5	4	-12	6	2	-3	-0.7	0	0
Cc1ccc(NS(=O)(=O)c2cccc3nsnc23)cc1
    4.0	1.4	2.0	11	0	-10	11	-26	-2.0	-7	165
CC1(C)C(=O)Nc2ccccc2N1C(=O)COC(=O)c1cccnc1Cl
    -0.2	7.5	0.3	6	7	-2	13	·	-1.5	-5	4
COc1ccc(S(=O)(=O)N2CCN(CC(=O)c3ccc(O)c(O)c3)CC2)cc1
    0.2	1.0	1.7	0	5	-4	8	19	0.0	-1	16
Cc1cc(NC(=O)CSc2nnc(C)n2-c2ccccc2C)no1
    3.6	3.8	-0.3	14	-5	-8	0	-82	-2.7	-4	·
COc1ccc(Cl)cc1NC(=O)CCNC(=O)Cn1ccc2ccccc2c1=O
    -1.6	·	2.5	-19	2	5	-8	3	2.7	-6	6
CCOc1ccccc1-c1nc(CN(Cc2cnn(C)c2)C(C)C)c(C)o1
    -0.2	1.8	-0.4	14	4	2	-45	-11	-2.9	1	4
COc1ccccc1C(=O)Nc1ccc2c(c1)nc1n2CCSC1
    1.3	2.0	0.2	10	0	-1	-24	-3	-2.4	9	7
COCCCNc1nc2nonc2nc1NCCSC
    2.8	4.4	3.0	12	-8	-4	-4	-40	-2.4	-5	70
Cc1ccc(NC(=O)NC2CCCCC2)c(C)c1
    0.2	2.1	1.1	16	-7	2	-14	-24	-3.1	6	-11
Cc1cc(C)c(C(=O)COC(=O)c2nn(C)c(=O)c3ccccc23)cc1C
    -1.8	-1.3	2.7	7	5	4	16	13	-1.7	4	-2
O=C1c2ccccc2S(=O)(=O)N1Cc1cccc(S(=O)(=O)N2CCOCC2)c1
    0.4	1.8	0.6	8	14	-3	-32	-26	-1.7	-1	-11
COc1ccccc1NC(=O)CC1C(=O)Nc2ccccc2N1C(=O)c1ccccc1 (stereo unspecified)
    0.6	2.7	-1.9	8	5	-1	-1	·	-1.6	1	112
O=C(CNc1cc(S(=O)(=O)N2CCOCC2)ccc1NCC1CCCO1)Nc1ccc(F)c(F)c1 (stereo unspecified)
    0.2	-0.1	-0.3	-11	-1	0	-21	16	1.6	4	-14
CCCCCCCCOC(=O)C1=C(C)Nc2nnnn2C1c1cccs1 (stereo unspecified)
    1.4	2.4	2.1	-51	-6	4	-20	-15	9.7	11	29
CCc1ccc(NC(=O)c2cc(S(=O)(=O)N3CCc4ccccc43)cn2C)cc1
    -0.9	3.0	0.7	-20	2	-3	-14	-10	3.4	-6	-19
O=[N+]([O-])c1ccc(N2CCN(Cc3ccccc3)CC2)nc1
    -1.5	5.5	-5.8	-1	-10	5	5	4	0.2	10	0
